Source: PubChem BioAssay
Rab7 wt modul = modulators of GTP binding to dog Rab7 wildtype GTPase; GST-Rab7 beads, fluorescent GTP binding, flow cytometry; actives lie on both sides; untreated = 100%, excess cold GTP = 0%; GTP binding activity (percent of control), % at 10 µM; 190,000 compounds, 0.055% hits;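 active = fluorescent GTP binding to Rab7 beads changed by at least 20 points from the 100% baseline, either direction, mostly lower; inconclusive = compound itself probably fluorescent, or too few beads counted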;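 also: median green fluorescence of bound Bodipy-FL-GTP per Rab7 bead population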
Pf gametocyte = kills late stage P. falciparum gametocytes | P. falciparum stage V gametocytes, ATP luminescence, 24 h | inhibition, % at 10.9 µM | 150,000 compounds, 0.065% hits | AID 743093;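 active = inhibition above the mean plus 3 SD of compounds within the control limits, set per campaign, cut at about 38% in these data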;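 also: 0% = DMSO wells and 100% = medium only without gametocytes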
Rac1 wt modul = alters GTP binding to wildtype human Rac1. GST-Rac1 beads, fluorescent GTP binding, flow cytometry; actives lie on both sides; 0 = cold GTP competed, 100 = untreated. P63000. AID 757. GTP binding activity (% of control), % at 10 µM. 190,000 compounds, 0.27% hits;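 active = GTP binding activity at least 20 points away from the 100% control level, either lower or higher; inconclusive = compound flagged as likely green fluorescent, judged across all proteins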
Rab2 wt GTP = changes GTP binding to wildtype dog Rab2A, up or down; 190,000 compounds, 0.19% hits; P61105; GST-Rab2 wt beads, Bodipy-GTP binding, flow cytometry; GTP binding activity, % at 10 µM;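 active = GTP binding activity at least 20 points away from 100%, either lowered or raised; inconclusive = signal likely due to the compound's own green fluorescence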;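 also: 0% = beads with excess unlabeled GTP and 100% = no-compound control corrected for plate trend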
Cdc42 wt = changes GTP binding to wildtype human Cdc42; P60953; GST-Cdc42 beads, Bodipy-GTP binding, flow cytometry; actives lie on both sides; percent activity (GTP binding), % at 10 µM; 190,000 compounds, 0.2% hits; AID 761;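 active = percent activity GTP binding at least 20 points away from the 100% baseline, either down as inhibitor or up as activator; inconclusive = compound flagged as likely green fluorescent from well-wide comparison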;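 also: median bead fluorescence of bound Bodipy-FL-GTP at 100 nM; 0% = excess unlabeled GTP control and 100% = no compound control; below 100% means less GTP binding so inhibitor and above means activator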
Target sequence (P60953 whole entry, looked up): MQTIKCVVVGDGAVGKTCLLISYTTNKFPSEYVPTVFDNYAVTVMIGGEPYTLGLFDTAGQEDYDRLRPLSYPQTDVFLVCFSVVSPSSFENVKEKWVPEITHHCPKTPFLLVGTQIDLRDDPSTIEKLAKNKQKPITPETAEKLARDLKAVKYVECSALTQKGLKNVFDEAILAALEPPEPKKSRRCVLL
GSH fluor = GSH bead compound fluorescence profile; AID 1776; fluorescence (KMESF) at 10 µM; GSH beads flow cytometry, compound fluorescence 488/530 nm; hits give high values; 190,000 compounds, 0.25% hits; in the data active = fluorescence above about 89;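 also: glutathione beads carrying GST-tagged Bcl family fusion proteins plus one bare bead set; values are compound well signal with DMSO vehicle wells as background; inactives centre near 16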
Rac1 act GTP bind = alters GTP binding to activated mutant human Rac1. GST-Rac1 activated beads, fluorescent GTP binding, flow cytometry; actives lie on both sides; 100% means binding = to untreated wells. percent activity (GTP binding), % at 10 µM. 190,000 compounds, 0.11% hits. AID 764;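 active = GTP binding at least 20 percentage points away from the 100% baseline, in either direction, so actives lie on both sides; inconclusive = Compound likely fluorescent itself, or too few beads counted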
ABCB1 block = human ABCB1 inhibition, ABCG2 as counter-screen | P08183 | CCRF-Adr cells, JC-1 efflux, flow cytometry | inhibition, % at 6.6 µM | 190,000 compounds, 0.067% hits | AID 1326; in the data active = inhibition above about 40%;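 also: 0% = vehicle and 100% = reference inhibitor; higher value means more JC-1 retained so stronger ABCB1 efflux block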
ABCG2 inh = human ABCG2 inhibition, ABCB1 as counter-screen; inhibition, % at 6.6 µM; Q9UNQ0; 190,000 compounds, 0.1% hits; IgMXP3 cells, JC-1 efflux, flow cytometry;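 active = inhibition above 80%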;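 also: 0% = DMSO and 100% = nicardipine control wells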
Target sequence (Q9UNQ0 whole entry, looked up): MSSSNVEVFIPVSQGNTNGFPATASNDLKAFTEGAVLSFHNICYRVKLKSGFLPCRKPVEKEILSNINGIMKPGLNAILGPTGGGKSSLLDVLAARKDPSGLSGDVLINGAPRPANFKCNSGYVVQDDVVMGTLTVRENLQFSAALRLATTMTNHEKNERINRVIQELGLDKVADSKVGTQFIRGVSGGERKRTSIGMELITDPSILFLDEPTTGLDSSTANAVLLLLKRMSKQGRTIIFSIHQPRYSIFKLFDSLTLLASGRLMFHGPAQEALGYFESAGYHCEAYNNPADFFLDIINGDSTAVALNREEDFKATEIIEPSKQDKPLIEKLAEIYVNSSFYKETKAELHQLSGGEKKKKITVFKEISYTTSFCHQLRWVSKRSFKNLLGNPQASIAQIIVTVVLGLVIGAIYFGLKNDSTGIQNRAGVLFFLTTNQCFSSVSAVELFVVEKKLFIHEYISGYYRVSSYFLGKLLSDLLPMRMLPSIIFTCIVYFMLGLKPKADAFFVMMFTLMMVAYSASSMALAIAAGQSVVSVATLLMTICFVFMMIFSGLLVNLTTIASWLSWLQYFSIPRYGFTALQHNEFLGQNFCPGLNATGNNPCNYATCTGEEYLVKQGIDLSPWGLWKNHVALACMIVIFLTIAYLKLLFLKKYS
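Incubation: cells with compound and JC-1, 10 min at 25 °C, rotating, no wash / Test system: IgMXP3 (ABCG2) plus far-red-tagged CCRF-Adr (ABCB1) cells / Compound dosing: one concentration, 6.6 µM final / Also added: JC-1 fluorescent substrate / Evaluation: efflux inhibition in percent versus controls / Detection: flow cytometry, 530 nm JC-1 signal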
HRas wt GTP bind = changes GTP binding to wildtype human HRas; P01112; GST-Ras wt beads, Bodipy-FL-GTP binding, flow cytometry; actives lie on both sides; GTP binding activity, % at 10 µM; 190,000 compounds, 0.14% hits;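 active = GTP binding activity at least 20% away from the 100% baseline, either lowered as inhibitor or raised as activator; inconclusive = flagged as likely green fluorescent, judged across all proteins in the well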;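 also: 0% = unlabeled GTP competition control and 100% = no-compound control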
Target sequence (P01112 whole entry, looked up): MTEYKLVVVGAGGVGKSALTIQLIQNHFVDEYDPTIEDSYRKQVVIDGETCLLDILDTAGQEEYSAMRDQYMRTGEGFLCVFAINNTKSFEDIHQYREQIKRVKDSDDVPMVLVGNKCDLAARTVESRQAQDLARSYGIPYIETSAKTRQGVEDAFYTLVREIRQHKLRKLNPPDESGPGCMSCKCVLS
Avidin bead fluor = avidin bead compound fluorescence profile; Avidin beads, compound fluorescence 488/530 nm, flow cytometry; hits give high values; fluorescence (KMESF) at 10 µM; 220,000 compounds, 0.38% hits; in the data active = fluorescence above about 47; also: inactives centre near 10
* marks the source's active call; other numbers are inactive results; ? = inconclusive; . = not tested or not shown.

SMILES	Rab7 wt modul	Pf gametocyte	Rac1 wt modul	Rab2 wt GTP	Cdc42 wt	GSH fluor	Rac1 act GTP bind	ABCB1 block	ABCG2 inh	HRas wt GTP bind	Avidin bead fluor
O=S(=O)(c1cccc(NC(=S)NCc2ccco2)c1)N1CCOCC1	99	-18	106	101	103	8	100	0.0	-3	102	13
C(=N\Nc1nc2ccccc2[nH]1)/c1ccncc1	94	-18	93	95	93	22	94	0.6	3	94	27
Cc1ccccc1NCC(=O)N/N=C/c1c[nH]c2ccccc12	98	.	97	95	92	9	92	-0.2	0	93	7
NC(=O)CN1CCN(S(=O)(=O)c2ccc(Cl)cc2)CC1	95	0	100	99	102	14	94	0.9	2	101	10
CCOC(=O)c1c(C)n(C)c2cc(Br)c(OC)cc12	92	-5	93	95	97	11	97	1.9	16	94	11
O=C(Nc1ccccc1)c1ccc(S(=O)(=O)N(CCO)CCO)cc1	100	.	102	99	102	22	99	-4.1	-4	100	8
CCOC(=O)C1=C(C)C(c2ccccc2OC)NC(=S)N1 (stereo not drawn)	102	.	109	100	105	13	102	0.6	2	103	16
O=C1CN(C(=S)Nc2ccc(OC(F)F)cc2)CCN1	93	2	94	94	96	25	95	0.1	1	95	8
CCOc1cc(/C=C(/C#N)C(=O)Nc2ccc(O)cc2)cc(Br)c1O	91	.	88	84	90	27	90	-0.5	-1	90	12
Cc1nn(CC(=O)N2N=C(C(F)F)CC2(O)C(F)F)c(C)c1[N+](=O)[O-] (stereo not drawn)	96	6	102	97	99	7	99	0.2	3	98	1
Cc1cc(C(=O)COc2ccccc2[N+](=O)[O-])c(C)n1-c1cccc(S(=O)(=O)N2CCOCC2)c1	100	-24	103	99	99	11	101	2.8	43	101	14
CCCCNc1c(N2CCN(C(=O)OCC)CC2)c(=O)c1=O	98	.	102	103	101	28	96	0.2	0	99	8
Nc1nnc(Cc2ccccc2)s1	99	.	101	100	100	15	99	0.1	1	99	39
CCOc1ccc(N(CC(=O)Nc2ccc(C)c(C)c2)S(=O)(=O)c2c(C)noc2C)cc1	99	.	103	100	103	14	100	1.0	5	99	23
Cc1occc1C(=O)N=Nc1c(O)[nH]c2ccc(Br)cc12	96	.	105	101	105	8	99	0.2	17	99	9
CCCCCc1nnc(NC(=O)OCCC)s1	101	22	102	99	100	10	98	0.4	3	96	15
O=C(NCc1ccccc1Cl)c1ccc(-c2ccccc2)cc1	105	8	107	99	102	9	99	0.2	9	100	6
COc1cc(OC)cc(C(=O)N2CCC(n3c(C)nc4cc(F)ccc43)CC2)c1	95	-15	96	96	99	16	95	1.8	5	96	29
O=C(CSc1nnnn1C1CCCC1)Nc1cccc(NC(=O)c2ccco2)c1	101	.	106	99	100	32	98	4.3	22	100	46
CCCCCN1CSC(=S)N(Cc2ccccc2)C1	100	-7	102	98	99	16	98	-0.5	-5	100	12
CCC(=NCc1ccco1)c1c(C(F)(F)F)[nH]n(-c2nc3ccccc3s2)c1=O	101	.	105	101	100	32	100	10	11	101	13
Cc1[nH]c2ccccc2c1Cc1n[nH]c(=S)n1C	101	5	105	99	104	25	99	0.2	0	100	7
CCOC(=O)CSc1nc(C(C)C)nc2ccccc12	101	-7	99	97	102	30	101	1.4	11	101	13
COCCn1c(Sc2nc(C)cs2)nc2c1c(=O)[nH]c(=O)n2C	99	.	99	98	101	14	97	0.4	2	101	32
COc1cc(NC(=O)C2CCN(S(=O)(=O)c3cccc4nonc34)CC2)cc(OC)c1	94	-10	92	94	94	5	95	0.3	5	95	18
SMILES	Rab7 wt modul	Pf gametocyte	Rac1 wt modul	Rab2 wt GTP	Cdc42 wt	GSH fluor	Rac1 act GTP bind	ABCB1 block	ABCG2 inh	HRas wt GTP bind	Avidin bead fluor
CC(C)CCNC(=O)C1CCC(=O)N1C(C)C (stereo not drawn)	96	.	97	95	99	11	96	0.1	0	96	33
Cc1cccc(C)c1NC(=O)CCCSc1nnnn1C	100	.	98	100	100	26	98	0.2	0	100	8
Cc1cc(C)n2c(SCC(=O)NC3CCCCC3C)nnc2n1 (stereo not drawn)	105	-1	98	95	99	16	95	-0.2	1	99	10
Cc1nnc(SCC(=O)Nc2sccc2C(N)=O)n1Cc1ccccc1	105	21	99	105	101	9	100	0.3	1	103	12
CC(=O)Nc1ccc(S(=O)(=O)Nc2cc(C)c(-n3nc4ccccc4n3)cc2O)cc1	97	.	95	97	97	41	91	-0.1	-2	97	12
COc1ccccc1NC(=O)C(CC(C)C)NC(=O)C1CCCCC1 (stereo not drawn)	104	.	104	103	106	11	97	0.7	2	104	22
CCNC(=S)Nc1scc(-c2ccccc2)c1C(=O)OCC	98	10	102	97	96	7	100	-0.9	-2	99	9
Cc1ccccc1OCCC(=O)Nc1ccc(F)c(Cl)c1	102	.	100	99	101	25	98	0.7	18	99	16
O=S(=O)(Nc1nccs1)c1ccc2c(c1)OCCO2	100	-4	99	99	99	56	97	0.3	1	100	1
CCn1c(O)c(N=NC(=O)Cc2csc(N3CCOCC3)n2)c2ccccc21	94	.	90	95	93	15	92	0.9	6	95	10
CN(CC(=O)Nc1ccc(F)c(Cl)c1)S(=O)(=O)c1cccc2nsnc12	100	.	106	101	105	22	100	0.2	27	101	32
Cc1c(C(=O)O)[nH]c2c1C(=O)CC(c1ccc(Cl)cc1)C2 (stereo not drawn)	98	-13	93	97	96	12	95	0.1	0	96	30
CC(C)CNC(=O)c1cccc(NC(=O)CCc2ccccc2)c1	103	-8	99	97	95	10	94	0.3	14	98	8
CC1CCC(N2CCN(S(C)(=O)=O)CC2)CC1 (stereo not drawn)	102	-12	103	102	103	31	97	2.8	11	100	13
Cc1coc2cc3oc(=O)cc(C)c3cc12	97	.	103	99	99	6	101	0.4	4	101	1
Cc1ccc2[nH]c3c(c2c1)CCCC3C(N)=O (stereo not drawn)	100	-5	105	101	108	11	102	0.1	4	100	4
COC(=O)C1CCN(Cc2cn(-c3ccccc3)nc2-c2ccc3c(c2)OCO3)CC1	98	-19	100	97	99	28	98	1.3	5	96	9
COc1ccccc1Nc1ncnc2nc[nH]c12	97	.	94	94	95	13	95	0.3	2	96	16
COCCCN1C(=O)C(=O)/C(=C(/O)c2ccc(OCC(C)C)cc2C)C1c1cccnc1 (stereo not drawn)	97	-12	98	97	98	27	97	-5.7	-9	98	4
CC(C)(C)C1(O)CC(C(F)(F)F)=NN1C(=O)Cc1ccc([N+](=O)[O-])cc1 (stereo not drawn)	94	.	100	96	97	12	98	-0.3	1	98	10
Cc1onc(-c2ccccc2)c1C(=O)NCC1CCCO1 (stereo not drawn)	99	.	104	102	102	39	101	0.7	1	100	12
COc1ccc(-c2noc(CCC(=O)NCCCN3CCC(C)CC3)n2)cc1	?	11	?	?	?	13	?	0.8	4	?	10
CC(=O)N1CC[n+]2c(-c3ccc(Cl)cc3Cl)csc21	104	-20	103	100	101	19	97	-0.6	-2	101	2
O=C(CN1CCCC1)NCC(=O)Nc1ccc(F)cc1	95	10	98	94	95	12	95	0.4	1	94	24
CCO[C@H]1OC(C(=O)N2CCOCC2)=C[C@@H](C2CC2)[C@@H]1CCCO	106	-20	100	98	100	18	99	0.4	2	99	7
CCc1c(C)sc(NC(=O)Cn2nc(C(F)(F)F)c3c2CCCC3)c1C#N	98	-2	98	97	92	15	97	0.6	-1	96	7
CCCOc1ccc(C2C(C(=O)OC)=C(C)N=C3SCCC(=O)N32)cc1OCC (stereo not drawn)	97	.	107	102	104	27	103	2.5	9	100	11
CCOC(=O)c1c(C)[nH]c(C)c1C(=O)COC(=O)c1ccc(OC)cc1	97	-17	96	96	98	26	96	0.8	9	95	11

Ordered by heavy-atom count (ascending): some entries from above
SMILES	Rab7 wt modul	Pf gametocyte	Rac1 wt modul	Rab2 wt GTP	Cdc42 wt	GSH fluor	Rac1 act GTP bind	ABCB1 block	ABCG2 inh	HRas wt GTP bind	Avidin bead fluor
Cc1[nH]c2ccccc2c1Cc1n[nH]c(=S)n1C	101	5	105	99	104	25	99	0.2	0	100	7
CCCCCN1CSC(=S)N(Cc2ccccc2)C1	100	-7	102	98	99	16	98	-0.5	-5	100	12
Cc1ccccc1OCCC(=O)Nc1ccc(F)c(Cl)c1	102	.	100	99	101	25	98	0.7	18	99	16
CCCCNc1c(N2CCN(C(=O)OCC)CC2)c(=O)c1=O	98	.	102	103	101	28	96	0.2	0	99	8
O=C(NCc1ccccc1Cl)c1ccc(-c2ccccc2)cc1	105	8	107	99	102	9	99	0.2	9	100	6
CCO[C@H]1OC(C(=O)N2CCOCC2)=C[C@@H](C2CC2)[C@@H]1CCCO	106	-20	100	98	100	18	99	0.4	2	99	7
Cc1nn(CC(=O)N2N=C(C(F)F)CC2(O)C(F)F)c(C)c1[N+](=O)[O-] (stereo not drawn)	96	6	102	97	99	7	99	0.2	3	98	1
CCc1c(C)sc(NC(=O)Cn2nc(C(F)(F)F)c3c2CCCC3)c1C#N	98	-2	98	97	92	15	97	0.6	-1	96	7
COc1ccc(-c2noc(CCC(=O)NCCCN3CCC(C)CC3)n2)cc1	?	11	?	?	?	13	?	0.8	4	?	10
CCC(=NCc1ccco1)c1c(C(F)(F)F)[nH]n(-c2nc3ccccc3s2)c1=O	101	.	105	101	100	32	100	10	11	101	13
COC(=O)C1CCN(Cc2cn(-c3ccccc3)nc2-c2ccc3c(c2)OCO3)CC1	98	-19	100	97	99	28	98	1.3	5	96	9
COCCCN1C(=O)C(=O)/C(=C(/O)c2ccc(OCC(C)C)cc2C)C1c1cccnc1 (stereo not drawn)	97	-12	98	97	98	27	97	-5.7	-9	98	4
